# Assay outcomes as filed in PubChem.
# POLK inh: qHTS for Inhibitors of Polymerase Kappa; hit rate 0.53% among 400,000; purified Pol kappa, fluorescent DNA synthesis assay, 10 min; DNA polymerase kappa (Homo sapiens), Q9UBT6; Potency, µM (titrated, usually from 107 µM), for the others: at the top dose activity, negative = inhibition, most hits filed as inhibitors; also: % is scaled to controls: 0 for no effect and ±100 for the full control effect
#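 50 nM final substrate added after 15 min RT preincubation of 10 nM Pol kappa with compound; fluorescence read at 0 and 10 min.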
# POLI inh: qHTS for Inhibitors of Polymerase Iota | Potency, µM (titrated, usually from 115 µM), inactives show top-dose activity, negative = inhibition, hits mostly inhibitors | Pol iota fluorescent replication assay, 10 min | hit rate 1% among 390,000 | AID 588590, 2011 | DNA polymerase iota (Homo sapiens), Q9UNA4
# Target sequence (Q9UNA4 whole entry, looked up): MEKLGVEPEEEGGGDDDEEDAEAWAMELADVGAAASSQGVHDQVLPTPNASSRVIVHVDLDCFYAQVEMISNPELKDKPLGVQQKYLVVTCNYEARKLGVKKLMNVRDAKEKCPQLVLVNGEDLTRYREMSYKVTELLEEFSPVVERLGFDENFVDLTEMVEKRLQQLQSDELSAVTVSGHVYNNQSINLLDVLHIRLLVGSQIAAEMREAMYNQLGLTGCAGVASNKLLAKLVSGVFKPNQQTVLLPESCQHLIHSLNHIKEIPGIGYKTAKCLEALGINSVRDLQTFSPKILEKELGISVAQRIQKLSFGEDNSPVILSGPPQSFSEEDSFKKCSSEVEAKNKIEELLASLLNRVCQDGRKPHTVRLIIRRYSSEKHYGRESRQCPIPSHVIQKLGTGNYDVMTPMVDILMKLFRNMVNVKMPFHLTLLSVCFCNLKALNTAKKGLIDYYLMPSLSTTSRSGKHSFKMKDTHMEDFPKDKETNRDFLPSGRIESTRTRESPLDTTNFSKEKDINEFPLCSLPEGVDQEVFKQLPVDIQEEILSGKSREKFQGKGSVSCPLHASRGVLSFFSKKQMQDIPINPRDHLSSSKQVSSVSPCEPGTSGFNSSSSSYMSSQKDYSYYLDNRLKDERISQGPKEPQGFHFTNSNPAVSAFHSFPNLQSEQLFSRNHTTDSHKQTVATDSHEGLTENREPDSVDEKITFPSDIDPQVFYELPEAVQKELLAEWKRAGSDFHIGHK
#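 Fluorescent replication assay read twice, at 0 min and 10 min after adding 50 nM (final) substrate. Enzyme (10 nM) and compounds were first incubated 15 min at room temperature; enzyme-free buffer wells were negative controls.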
# BAZ2B inh: qHTS Assay for Inhibitors of BAZ2B | Bromodomain adjacent to zinc finger domain protein 2B (Homo sapiens), Q9UIF8 | AlphaScreen BAZ2B-H3K14Ac peptide displacement | Potency, µM (titrated, usually from 114 µM), inactives show at the highest dose activity change, negative = inhibition, hits mostly inhibitors | hit rate 4.4% among 360,000; also: % is scaled to controls: 0 for no effect and ±100 for the full control effect; nearly all actives have a fitted effect of over 60% in size
#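 AlphaScreen displacement: compounds (up to 110uM) incubated 30 min at room temperature with a preformed 50 nM BAZ2B/50 nM biotinylated H3K14Ac peptide complex in PBS pH 7.4 with Tween-20. Donor and acceptor beads at 10 ug/mL final added, 20 min light-protected before reading.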
# Pol eta inh: qHTS for Inhibitors of Polymerase Eta; recombinant Pol eta, fluorescent DNA replication assay; Potency, µM (titrated, usually from 114 µM), for the others: at the highest dose activity change, negative = inhibition, actives largely listed as inhibitors; hit rate 1.2% among 390,000; also: % is scaled to controls: 0 for no effect and ±100 for the full control effect
#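 Pol eta (10 nM) was preincubated with compounds for 15 min at room temperature, after which fluorescent replication substrate (50 nM final) was added to start the reaction. Fluorescence was read kinetically at 0 and 10 min.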
# JMJD2A Tudor inh: qHTS Assay for Inhibitors of JMJD2A-Tudor Domain | hit rate 4.4% among 390,000 | AID 504339, 2011 | Potency, µM (top dose mostly 114 µM), inactives show top-dose activity change, negative = inhibition, most hits filed as inhibitors | AlphaScreen JMJD2A-Tudor / H3K4me3 peptide binding; also: % is scaled to controls: 0 for no effect and ±100 for the full control effect; nearly all actives have a fitted effect of over 50% in size
# APE1 inh: qHTS Assay for Inhibitors of the Human Apurinic/apyrimidinic Endonuclease 1 (APE1) | recombinant APE1, TAMRA/BHQ-2 abasic DNA cleavage fluorescence | AID 2517, 2012 | Potency, µM (top dose mostly 65.8 µM), for inactives: at the top dose activity change, negative = inhibition, most hits filed as inhibitors | hit rate 0.35% among 350,000;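 also: plate controls were vehicle for no effect and reference inhibitor for full effect; nearly all actives have a fitted effect of over 55% in size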
# Target sequence (P27695 whole entry, looked up): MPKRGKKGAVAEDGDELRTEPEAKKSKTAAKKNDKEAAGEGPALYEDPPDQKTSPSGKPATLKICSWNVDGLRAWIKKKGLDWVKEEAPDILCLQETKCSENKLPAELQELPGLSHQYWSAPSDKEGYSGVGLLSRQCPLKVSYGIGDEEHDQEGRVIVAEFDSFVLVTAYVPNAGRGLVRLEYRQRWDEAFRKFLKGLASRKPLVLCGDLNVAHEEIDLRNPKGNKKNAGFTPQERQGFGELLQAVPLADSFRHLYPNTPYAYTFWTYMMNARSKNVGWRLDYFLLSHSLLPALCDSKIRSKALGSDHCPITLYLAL
#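 Readout is kinetic fluorescence (ex 525, em 598 nm) from cleavage of 50 nM TAMRA/BHQ-2 THF abasic duplex by 0.75 nM APE1, compound added 15 min beforehand at RT.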
# BLM inh: qHTS Assay for Inhibitors of Bloom's syndrome helicase (BLM); RecQ-like DNA helicase BLM (Homo sapiens), P54132; recombinant BLM DNA unwinding, fluorescence dequenching; hit rate 0.2% among 350,000; Potency, µM (titrated, usually from 56.1 µM), for inactives: top-dose activity change, negative = inhibition, usual class: inhibitors;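 also: plate controls were vehicle for no effect and no enzyme for full effect; nearly all actives have a fitted effect of over 35% in size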
# Pol beta inh: qHTS Assay for Inhibitors of DNA Polymerase Beta; P06746; Pol beta primer extension/strand displacement, fluorescence kinetic; Potency, µM (titrated, usually from 114 µM), inactives show at the top dose activity change, negative = inhibition, usual class: inhibitors; hit rate 1.3% among 340,000; also: % is scaled to controls: 0 for no effect and ±100 for the full control effect
#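 Human Pol beta at 10 nM; strand-displacement substrate 50 nM final. Compound exposure 15 min at room temperature before start, reaction 10 min at room temperature.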
# G9a block: qHTS Assay for Inhibitors of Histone Lysine Methyltransferase G9a | Histone-lysine N-methyltransferase EHMT2 (Homo sapiens), Q96KQ7 | G9a H3K9 monomethylation, AlphaScreen, 2 h | Potency, µM (top dose mostly 102 µM), for the others: top-dose activity, negative = inhibition, actives largely listed as inhibitors | hit rate 8.8% among 350,000 | AID 504332, 2011; also: % is scaled to controls: 0 for no effect and ±100 for the full control effect; nearly all actives have a fitted effect of over 75% in size
#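 Compounds were preincubated with 20 nM G9a for 15 min, after which biotinylated H3K9 peptide (500 nM) and SAM (20 uM) started a 2 h room-temperature reaction. Monomethylated product was quantified by antibody-based AlphaScreen chemiluminescence.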
# Starred values were filed as active, the others as inactive; ? = inconclusive; . = not tested or not shown; & = joins results of further samples; [ ] = remark or other dose. Calls follow the shape of the dose curve; as a rule, active = well fitted curve in the direction sought with a large enough effect; inconclusive = small, poorly fitted or top-dose-only effect, or another doubt; inactive = no such curve, though single readings can be large; an effect the other way counts as inactive or inconclusive. Potency is read from the fitted curve at half-maximal effect. These rows are one share of the data; rates above refer to the full screens.
POLK inh	BLM inh	POLI inh	BAZ2B inh	G9a block	JMJD2A Tudor inh	APE1 inh	Pol eta inh	Structure	Pol beta inh
-6%	-5%	-2%	-20%	12%	-1%	-4%	-2%	COc1cc(/C=N/NC(=O)c2ccncc2)ccc1OCc1cnc(Cl)s1	1%
-21%	-7%	54%[activator]	-32%	?	-14%	0%	-21%	CCOC(=O)c1cccnc1SCC(=O)Nc1ccc(C)cc1	-19%
3%	.	14%	0%	?	0%	24%	-8%	CC(NC(=O)C1CCN(C(=O)Nc2ccccc2)CC1)c1ccc(Cl)cc1 (stereo not given)	.
-12%	.	21%	.	.	-16%	.	-5%	OCCCNc1ncnc2[nH]ncc12	.
-5%	.	9%	?	-5%	-5%	15%	-11%	CCCCn1c(N)c(N(CC(C)C)C(=O)CCNC(=O)c2ccccc2Cl)c(=O)[nH]c1=O	.
7%	-1%	19%	2%	?	-10%	-12%	-1%	CCOc1cc(NC(=O)CC(C)C)c(OCC)cc1NC(=O)CCn1nnc2ccccc21	31%
-11%	.	?	.	.	-6%	-29%	?	O=C(OCC(=O)N1CCc2ccccc21)c1ccc([N+](=O)[O-])o1	.
-5%	-4%	-4%	-7%	0%[59 µM]	1%	3%	-16%	CCC(=O)N1CCN(c2ccc(Cl)cc2NC(=O)c2ccc3c(c2)OCCO3)CC1	4%
-5%	-3%	-11%	-33%	.	-14%	1%	-4%	CCOc1ccccc1N1CCN(C(=S)Nc2ccc(S(=O)(=O)Nc3ncccn3)cc2)CC1	2%
-5%	-2%	-4%	-2%	-20%[59 µM]	-2%	.	-19%	CCc1nnc2c3ccccc3nc(Nc3cc(C)cc(C)c3)n12	2%
-16%	2%	?	-32%	50µM*	22%[11.4 µM]	2%	?	c1cncc(-c2nc(NCC3COc4ccccc4O3)c3ccccc3n2)c1 (stereo not given)	0%
-1%	2%	-3%	1%	-8%	-12%	-3%	-9%	CN(C)C(=O)N1CCC(C(=O)NCc2ccc(F)cc2)CC1	-11%
-8%	-1%	-1%	-16%	-3%	3%	?	2%	CC(C)C(=O)N1CCN(c2ccc(NC(=O)COc3ccccc3[N+](=O)[O-])cc2)CC1	-14%
0%	-10%	-6%	0%	.	-4%[11.4 µM]	2%	-31%	COC(=O)c1cc(N2CCNCC2)nc2ccccc12	3%
0%[60.1 µM]	0%	-20%	4%	-8%[59 µM]	-7%	.	-15%	O=C(NCCc1ccc(F)cc1)C(=O)NCC(c1cccs1)S(=O)(=O)c1ccccc1 (stereo not given)	1%
3%	-1%	14%	-1%	.	-16%	-2%	4%	Cc1ncc([N+](=O)[O-])n1CCOC(=O)NC(NCc1ccccc1)C(Cl)(Cl)Cl (stereo not given)	22%
-11%	4%	10%	?	50µM*	-10%	-4%	-8%	CCOc1ccc(OCC)c(C2C(C#N)=C(N)N(c3cccnc3)C3=C2C(=O)CC(C)(C)C3)c1 (stereo not given)	?
-14%	-6%	3%	5%	-5%[12.7 µM]	-12%	4%	-7%	CC(=O)Nc1cc2c(cc1Br)OCCO2	0%
-9%	1%	70%[activator]	?	-14%[12.7 µM]	45µM*	15%	-9%	O=C(NCCCn1ccnc1)/C(=C/c1ccccc1)NC(=O)c1ccccc1	18%
-9%	0%	5%	3%	19%[12.7 µM]	-2%	-12%	-19%	CN(C)C(=O)COC(=O)c1cc(Cl)cc(Cl)c1N	-4%
-9%	-1%	-3%	?	?	-36%	-1%	-14%	O=[N+]([O-])c1cc(Cl)ccc1Sc1cccc2cccnc12	-26%
-7%	-10%	9%	87%[activator]	71%[activator][59 µM]	99%[activator]	9%	-11%	CC(=O)c1cc(C#N)c(SCCC(C)C)nc1C	7%
-5%	-3%	14%	-2%	17%	12%	3%	-18%	O=C(COc1ccc(Cl)cc1)NCc1ccccc1	61%
-4%	-3%	65%[activator]	-1%	-2%	-13%	16%	-17%	CCn1c(SCc2ccccc2F)nnc1-c1ccncc1	32%
4%	-6%	35%[activator]	7%	10%	-6%	-6%	9%	COc1cccc(NC(=O)C(Cc2ccccc2)NC(=O)C2CCC(C)CC2)c1 (stereo not given)	11%
-6%	-6%	35%[activator]	-27%	-26%[59 µM]	-7%	.	-24%	CCOc1ccc(NC(=O)c2oc3ccccc3c2NC(=O)c2ccc(OC)cc2OC)cc1	3%
-3%	-1%	10%	17%	-45%[12.7 µM]	-3%	-2%	8%	CCOc1ccc(C2=C/C(=C/c3cccnc3)C(=O)O2)cc1	2%
-16%	-3%	10%	6%	11%[59 µM]	-8%	11%	2%	CC1=C(C(=O)N(C)C)C(c2ccc(Cl)c(Cl)c2)NC(=O)N1 (stereo not given)	20%
2%	0%	39%[activator]	-15%	?	-8%	.	-7%	CC1=C(c2ccc(C)cc2)S(=O)(=O)NC1=NCCCN1CCN(c2ccc(F)cc2)CC1	-16%
-12%	3%	6%	-1%	5%	-17%	0%	-7%	CCC[C@H](CN[C@@H](CNC)[C@H](C)O)NCCc1ccc(OC)cc1	46%

# A section taken from the entries so far:
POLK inh	BLM inh	POLI inh	BAZ2B inh	G9a block	JMJD2A Tudor inh	APE1 inh	Pol eta inh	Structure	Pol beta inh
2%	0%	39%[activator]	-15%	?	-8%	.	-7%	CC1=C(c2ccc(C)cc2)S(=O)(=O)NC1=NCCCN1CCN(c2ccc(F)cc2)CC1	-16%
-12%	3%	6%	-1%	5%	-17%	0%	-7%	CCC[C@H](CN[C@@H](CNC)[C@H](C)O)NCCc1ccc(OC)cc1	46%

# Ordered by SMILES length (highest first): some entries from above
POLK inh	BLM inh	POLI inh	BAZ2B inh	G9a block	JMJD2A Tudor inh	APE1 inh	Pol eta inh	Structure	Pol beta inh
-11%	.	?	.	.	-6%	-29%	?	O=C(OCC(=O)N1CCc2ccccc21)c1ccc([N+](=O)[O-])o1	.
-9%	0%	5%	3%	19%[12.7 µM]	-2%	-12%	-19%	CN(C)C(=O)COC(=O)c1cc(Cl)cc(Cl)c1N	-4%
-4%	-3%	65%[activator]	-1%	-2%	-13%	16%	-17%	CCn1c(SCc2ccccc2F)nnc1-c1ccncc1	32%

# Other entries.
POLK inh	BLM inh	POLI inh	BAZ2B inh	G9a block	JMJD2A Tudor inh	APE1 inh	Pol eta inh	Structure	Pol beta inh
-5%	.	0%	.	.	-8%	42%	-7%	Cn1nc(C(=O)OCC(=O)NCc2ccc(Cl)cc2)c2ccccc2c1=O	.
-12%[60.1 µM]	2%	-3%	5%	?	-10%	-1%	1%	Cc1[nH]c2ccc(-c3nnc(SCC(=O)c4ccc(F)cc4)o3)cc2c1C	1%
-2%	.	-12%	-1%	11%[12.7 µM]	-3%	-8%	2%	O=C(Oc1cc(Cl)ccc1Cl)C1=CC=CN2CCS(=O)(=O)N=C12	.
-5%[60.1 µM]	-1%	28%	-4%	4%[59 µM]	-17%	.	-22%	CC(C)CCNC(=O)Nc1cc(C(=O)NCc2cccc(F)c2)ccc1N1CCCC1	-7%
-10%	2%	3%	15%	-16%	-12%	9%	-17%	CCC(C)N1C(=O)CCC1C(=O)N1CCN(c2ccc(F)cc2)CC1 (stereo not given)	-6%
-11%[60.1 µM]	-6%	-12%	28µM*	-14%[59 µM]	?	.	-9%	COc1ccc(-n2c(/C=C/c3cc(OC)c(OC)cc3OC)nc3cc4ccccc4cc3c2=O)cc1Cl	13%
-12%	.	0%	10%	-17%[12.7 µM]	10%	19%	-5%	CCCOc1ccc(C(F)(F)F)cc1NC(=O)CCc1c(C)noc1C	.
-7%	-1%	?	-32%	.	-35%	24%	-13%	CC(=O)N1CCN(c2cc(N3CCCC3)c(F)cc2[N+](=O)[O-])CC1	25%
-9%	-7%	13%	1%	-47%[59 µM]	-10%	.	-15%	O=C(CCC(=O)OCC(=O)c1ccc(Cl)cc1)Nc1ccc(Oc2ccccc2)cc1	31%
-10%	-10%	7%	.	?	?	-3%	0%	O=C(N/N=C/c1ccccn1)c1ccc(S(=O)(=O)N2CCCCCC2)cc1	20µM*
-15%	.	0%	.	.	-18%&-8%	-8%	-3%	CC(O)c1cc2c(s1)c1cnn(Cc3ccccc3F)c(=O)c1n2C (stereo not given)	.
-12%	-7%	7%	0%	19%	-10%	-4%	-9%	CCOc1ccc2ccccc2c1CNc1nnnn1C	1%
-3%	3%	12%	-24%	17%	-23%	-6%	-21%	COc1nc(NCc2cccnc2)nc(NC2CCCCC2)n1	88%
-2%&6%	-2%&-2%	10%&33%	-30%	?	?	-5%&2%	-19%	COc1cc(OC)c2ccc(=O)oc2c1C(CC(=O)N1CCCC1)c1ccc(N(C)C)cc1 (stereo not given)	-12%
-1%	-1%	11%	2%	0%[59 µM]	-6%	-1%	-15%	COc1cc(/C=C/C(=O)OCC(=O)NCc2cccs2)ccc1OC(F)F	22%
5%	.	14%	.	.	-9%	.	-1%	CC(C)(C)S(=O)(=O)N1C[C@@H]2CC/C=C\C/C(c3ccccc3)=C\2[C@H]1CCO	.
-8%	0%	16%	3%	-10%[0.0925 µM]	9%[57.1 µM]	0%	-4%	O=C1CSC(c2ccccc2)N1CC12CC3CC(CC(O)(C3)C1)C2 (stereo not given)	-3%
6%	1%	-1%	-32%	-5%	-7%	18%	-6%	Cc1ccc(CCNS(=O)(=O)c2ccc3c(c2)C(C)(C)C(=O)N3C)cc1	-23%
-2%	-2%	?	-2%	10µM*	-19%	-2%	-9%	COc1cc(SC#N)ccc1N=Cc1c(C)[nH]n(-c2ccc(C)c(C)c2)c1=O	-10%
-18%	-7%	92%[activator]	-1%	.	?	-6%	-10%	Cn1c(/C=C/c2ccc(Cl)cc2)nc2ccccc2c1=O	19%
-8%	-4%	?	?	?	-22%	2%	?	O=C(CSc1nc2c(c(=O)n1-c1ccc(Cl)cc1)SCC2)NCc1ccco1	?
-21%	-2%	16%	-7%	4%[59 µM]	2%	-5%	-15%	COCCNC(=S)NC(=O)CC12CC3CC(CC(C3)C1)C2	15%
7%	0%	23%	?	0%[59 µM]	-22%	.	-13%	O=C(COc1ccc([N+](=O)[O-])cc1)NCC1(N2CCOCC2)CCCCC1	-15%
-21%	-1%	-5%	.	.	-28%	1%	.	CC(=O)Nc1ccc(SCC(c2ccccc2)N2CCN(CC(C)C)CCC2=O)cc1 (stereo not given)	.
